Cneo AK release: Cryptococcus neoformans lysis via adenylate kinase release. lysis activity, % at 15 µM. C. neoformans lysis, adenylate kinase release luminescence, 4 h; normalised: neutral wells 0, clomiphene wells 100. 0.2% of 360,000 active;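 active means mean lysis activity across replicates of at least 80%, whatever share of replicates individually reach that level; inactive means mean lysis activity below 80%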
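Assay system: log-phase C. neoformans yeast / Quantity: yeast cell density of 5 × 10^6 cells/mL / Medium: fresh YPD growth medium / Compound: single dose / Timing: static 4 h at 37 °C with compound, 1 h detection / Measured by: adenylate kinase release luminescence / Read-out: lysis from increased AK signal / Benchmarks: Clomiphene as positive lysis control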
ERAP1 HTS inh: blocks human ERAP1 aminopeptidase activity; AID 652197; 0.15% of 340,000 active; recombinant ERAP1, Leu-AMC fluorescence, 60 min; inhibition, % at 10.7 µM; Q9NZ08;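 active means mean replicate inhibition of at least 30%, or all replicates individually reaching that 30% level; inactive means mean below 30% and not every replicate reaching it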;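 further: 0% = neutral control wells and 100% = L-leucinethiol positive control wells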
PglD inh: blocks C. jejuni PglD acetyltransferase activity; purified PglD enzyme, DTNB colorimetric CoA detection; inhibition, % at 12.5 µM; 0.098% of 360,000 active; in the data active means inhibition above about 16%, passing the limit was not always enough; further: strong numbers were not always called active
E-selectin induc: induces E-selectin expression in human endothelial cells; P16581; HUVEC E-selectin immunofluorescence imaging; normalized: neutral wells 0, TNF-alpha wells 100; activation, % at 7.58 µM; 0.37% of 260,000 active;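 active means mean E-selectin-positive cell signal at least 10% of the positive control, reached in at least 60% of replicates, without over 20% cell loss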;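 further: in these data hits start at about 27%; measured in HUVEC primary endothelial cells; signal is the percent of cells scored E-selectin positive by PE staining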
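System: HUVEC / Compound: single concentration / Signal: immunofluorescence imaging / Read-out: percent E-selectin-positive cells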
RAD52 inh: inhibitors of human RAD52 DNA annealing | recombinant RAD52 DNA annealing, FRET fluorescence | inhibition, % at 18.7 µM | 0.46% of 360,000 active | AID 651710;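 active means every replicate showing at least 50% inhibition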
PGC1a acetyl inh: modulators of PGC1a acetylation; 0.17% of 350,000 active; inhibition, % at 15.6 µM; AID 651687; U2OS PGC1a acetylation, AlphaScreen anti-acetyl-lysine; with virally co-expressed GCN5 acetyltransferase;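 active means every replicate shows inhibition of at least 40%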;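 further: 0% = neutral control wells and 100% = positive control wells; some results beyond the cut were filed as inactive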
miR122 inh: miR-122 inhibition in Huh7 cells | activation (reporter increase), % at 12.5 µM | 0.3% of 340,000 active | Huh7 miR-122 Renilla luciferase sensor, 48 h; neutral wells = 0, positive control = 100;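 active means mean replicate activation score at least 90 and every replicate individually at or above 90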;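 further: higher luciferase means less miR-122 activity so hits act as miR-122 inhibitors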
RAD54 branch: blocks human RAD54 Holliday junction branch migration; Q92698; FAM/BHQ fluorescence; inhibition, % at 10.4 µM; 0.14% of 360,000 active; AID 602329;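 active means mean normalized replicate activity at least 40 and at least half of replicates scoring 40 or more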;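 further: 0% = median of neutral control wells and 100% = median of positive control wells; inhibitors cause a drop in the FAM fluorescence signal; in these data hits start at about 50%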
Target sequence (Q92698 whole entry, looked up): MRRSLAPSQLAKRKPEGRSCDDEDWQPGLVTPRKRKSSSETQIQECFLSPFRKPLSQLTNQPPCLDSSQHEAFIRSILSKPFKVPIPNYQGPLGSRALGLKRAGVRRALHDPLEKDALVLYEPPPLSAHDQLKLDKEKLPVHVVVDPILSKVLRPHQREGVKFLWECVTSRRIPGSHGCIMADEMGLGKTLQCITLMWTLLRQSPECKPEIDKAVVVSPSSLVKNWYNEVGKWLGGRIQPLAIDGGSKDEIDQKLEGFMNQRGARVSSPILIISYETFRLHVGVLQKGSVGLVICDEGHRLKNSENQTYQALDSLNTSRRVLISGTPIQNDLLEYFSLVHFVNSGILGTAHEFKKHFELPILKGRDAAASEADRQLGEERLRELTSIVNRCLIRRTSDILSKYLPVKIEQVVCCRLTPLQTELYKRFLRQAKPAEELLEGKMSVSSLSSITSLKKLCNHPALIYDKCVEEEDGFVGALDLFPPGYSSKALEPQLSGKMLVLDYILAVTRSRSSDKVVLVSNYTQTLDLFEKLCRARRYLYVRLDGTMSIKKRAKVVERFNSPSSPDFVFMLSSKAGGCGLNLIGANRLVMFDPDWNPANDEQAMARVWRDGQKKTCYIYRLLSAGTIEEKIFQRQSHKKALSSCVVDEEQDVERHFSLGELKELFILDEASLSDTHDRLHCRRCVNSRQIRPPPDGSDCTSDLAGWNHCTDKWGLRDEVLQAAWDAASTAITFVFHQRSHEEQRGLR
Starred values were filed as active, the others as inactive; x = not tested or not shown; [ ] = another dose, or the depositor's remark.

no.	SMILES	RAD52 inh	RAD54 branch	PglD inh	Cneo AK release
1	O=C(c1ccc(F)cc1)C1CCN(C(=O)c2ccccc2F)CC1	4	6	-1	-6
2	COc1cc2c(=O)n(CCCC(=O)NCC3CCCO3)c(=O)n(CC(=O)c3ccc(F)cc3)c2cc1OC (stereo not given)	-15	x	x	x
3	COC(=O)Nc1ccc2c(c1)Nc1ccccc1CC2	-10	-4	2	-2
4	c1ccc(COc2cccc(-c3cc4nc(NCCN5CCOCC5)ccn4n3)c2)cc1	-55	2	10	7
5	CCOC(=O)CNC(=O)CSc1nnc(NC(=O)c2ccccc2Cl)s1	-16	13	8	3
6	COc1ccccc1CNc1nc2nc(C)c(C)c(=O)n2[nH]1	x	0	-3	2
7	CCS(=O)(=O)N1CCCCN2[C@H](CO)[C@H](c3ccc(C#Cc4ccccc4OC)cc3)[C@@H]2C1	-27	-1	-1	57
8	COc1cc(C(O)c2nc(-c3cccc4cccnc34)cs2)ccc1F (stereo not given)	-25	-8	-1	-4
9	COc1cccc(C(N)=O)c1OC(=O)Cc1ccccc1F	-12	3	-3	1
10	O=C(CNS(=O)(=O)c1cccs1)N1CCCC1	x	-6	-5	-2
11	Cc1ccc(CNc2oc(-c3ccco3)nc2S(=O)(=O)c2ccccc2)cc1	x	-1	-7	-2
12	CCCCc1c(C)c2cc(C)ccc2[nH]c1=O	x	6	-2	0

no.	miR122 inh	E-selectin induc	ERAP1 HTS inh	PGC1a acetyl inh
1	-7	x	-1	4
2	0	-0.8	x	-3
3	x	0.7	-2	x
4	x	1.5	3	x
5	-1	x	2	5
6	15	-0.3	x	1
7	8[16.7 µM]	-0.1	-1	-10
8	-3	-0.1	3	2
9	-5	-0.2	-3	x
10	-1	x	x	2
11	19	x	x	-12
12	-13	x	x	x

(cont.)
no.	SMILES	RAD52 inh	RAD54 branch	PglD inh	Cneo AK release
13	O=C(C[C@H]1CC[C@H]2[C@@H](COC[C@@H](O)CN2C(=O)c2ccccc2F)O1)N1CCCCC1	-13	-2	-1	-5
14	Cc1cc(C)c2cc(C#N)c(N3CCCN(C(=S)NCCCN(C)C)CC3)nc2c1	49	26	4	4
15	CN(CC(=O)O)c1ccc(C(F)(F)F)cc1[N+](=O)[O-]	-10	-5	-3	-6
16	Cc1ccn(CC(=O)NC2CCCN(Cc3ccc(CC(C)C)cc3)C2)n1 (stereo not given)	-18	-11	0	4
17	CCCCNC(=S)N(CCN(C)C)Cc1cc2cc3c(cc2[nH]c1=O)OCCO3	-25	-6	7	-8
18	COc1ccc(NC(=O)Cn2nnc(C(=O)NCc3ccc4c(c3)OCO4)c2N)cc1	-6	x	x	x
19	COc1ccc(C(C(=O)NC(C)(C)C)N(C(=O)CNC(=O)c2cccs2)c2ccc(C(C)C)cc2)cc1OC (stereo not given)	-12	-3	0	1
20	C[C@@H]1CCCCO[C@@H](CN(C)C(=O)CCCN(C)C)[C@H](C)CN([C@@H](C)CO)C(=O)c2cc(NS(=O)(=O)c3ccccc3)ccc2O1	9	6	2	-1
21	CC(=O)N(C(C)=O)c1nc(-c2ccccc2)cn1/N=C/c1ccccc1	-3	4	3	2
22	O=C(Cc1cccnc1)N[C@@H]1CC[C@@H](CCNS(=O)(=O)c2ccccc2Cl)O[C@H]1CO	-15	9	3	-2
23	C[C@@H]1CCCCO[C@@H](CN(C)Cc2ccccc2)[C@@H](C)CN([C@@H](C)CO)C(=O)c2cc(NS(=O)(=O)c3cccs3)ccc2O1	-6	-3	-9	4
24	COc1ccc(S(=O)(=O)N(C)C[C@H]2OCCCC[C@H](C)Oc3ccc(NS(=O)(=O)c4cn(C)cn4)cc3C(=O)N([C@H](C)CO)C[C@H]2C)cc1	9	4	8	0

no.	miR122 inh	E-selectin induc	ERAP1 HTS inh	PGC1a acetyl inh
13	-1[16.7 µM]	0.0	1	-5
14	-7	1.3	6	-17
15	-3	x	3	6
16	-6	-0.2	-3	x
17	1	x	5	17
18	x	0.2	-1	-6
19	x	x	7	-3
20	8[16.7 µM]	-0.2	-2	10
21	-2	0.1	2	11
22	x	0.0	2	5
23	0[16.7 µM]	x	3	13
24	5[16.7 µM]	x	0	17

One compound at a time, from the list above. Screens in order: RAD52 inh, RAD54 branch, PglD inh, Cneo AK release, miR122 inh, E-selectin induc, ERAP1 HTS inh, PGC1a acetyl inh
C[C@@H]1CCCCO[C@@H](CN(C)C(=O)CCCN(C)C)[C@H](C)CN([C@@H](C)CO)C(=O)c2cc(NS(=O)(=O)c3ccccc3)ccc2O1 in the list: 9, 6, 2, -1, 8[16.7 µM], -0.2, -2, 10
CCCCNC(=S)N(CCN(C)C)Cc1cc2cc3c(cc2[nH]c1=O)OCCO3 in the list: -25, -6, 7, -8, 1, x, 5, 17
O=C(Cc1cccnc1)N[C@@H]1CC[C@@H](CCNS(=O)(=O)c2ccccc2Cl)O[C@H]1CO in the list: -15, 9, 3, -2, x, 0.0, 2, 5
CN(CC(=O)O)c1ccc(C(F)(F)F)cc1[N+](=O)[O-] in the list: -10, -5, -3, -6, -3, x, 3, 6
COc1ccc(S(=O)(=O)N(C)C[C@H]2OCCCC[C@H](C)Oc3ccc(NS(=O)(=O)c4cn(C)cn4)cc3C(=O)N([C@H](C)CO)C[C@H]2C)cc1 in the list: 9, 4, 8, 0, 5[16.7 µM], x, 0, 17

Next results.
no.	SMILES	RAD52 inh	RAD54 branch	PglD inh	Cneo AK release
25	CC1(C(=O)NCc2cccnc2)CCN1C(=O)Cc1cccs1 (stereo not given)	-10	-10	0	2
26	C[C@@]12C(=O)Nc3ccc(Br)cc3C(=O)N1[C@H]1c3ccccc3OC[C@@H]1[C@@H]2c1ccccc1	x	-9	-1	2
27	Cc1sc(N(C(=O)CCc2ccccc2)c2ccc(C(=O)O)cc2)nc1-c1ccccc1	-3	x	x	x
28	Cc1ccc(NC(=O)C2CCN(S(=O)(=O)c3ccc4c(c3)CCCC(=O)N4)CC2)cc1N(C)C	-7	-9	-2	0
29	O=c1cc(CSc2nnc(COc3ccccc3)o2)c2ccccc2[nH]1	x	1	5	1
30	CO[C@@H]1CN(C)C(=O)c2cc(NS(=O)(=O)c3ccccc3)ccc2OC[C@@H](C)N(C(=O)NC(C)C)C[C@@H]1C	1	-17	3	0
31	C[C@@H]1CN([C@@H](C)CO)C(=O)c2cc(NS(=O)(=O)c3ccc(Cl)cc3)ccc2O[C@@H]1CN(C)CC1CCCCC1	23	6	1	12
32	Cc1ccc(C)n1-n1c(C)nc2scc(-c3ccccc3)c2c1=O	x	8	1	0
33	O=C(c1ccccc1F)N1C[C@H]2[C@@H](c3ccccc31)[C@@H](CO)N2C(=O)c1ccccc1	-6	1	1	0
34	NC(=O)C1CCN(C(=O)CN2CCCc3ccccc32)CC1	x	-7	-5	5
35	COc1ccc(CN(C)C[C@H]2OCCCC[C@H](C)Oc3ccc(NS(=O)(=O)c4ccc(OC)cc4)cc3C(=O)N([C@@H](C)CO)C[C@H]2C)cc1	39	x	x	x
36	CCOC(=O)N1CCC(N2CCCC(C(=O)c3cccc(OC)c3)C2)CC1 (stereo not given)	-15	6	2	-3

no.	miR122 inh	E-selectin induc	ERAP1 HTS inh	PGC1a acetyl inh
25	-5	1.8	-2	-1
26	-4	x	x	-17
27	x	1.5	7	0
28	3	0.8	-5	-2
29	5	-2.1	x	1
30	-6[16.7 µM]	-0.3	-6	-2
31	-8[16.7 µM]	0.2	-2	x
32	-6	x	x	-13
33	20[16.7 µM]	0.0	3	-1
34	-1	x	x	6
35	x	-0.3	1	-4
36	-2	x	-2	4

(cont.)
no.	SMILES	RAD52 inh	RAD54 branch	PglD inh	Cneo AK release
37	Cc1ccccc1C(=O)O	-6	-2	2	-3
38	O=C(Nc1ccnn1C1CCN(Cc2cc(Cl)ccc2O)CC1)c1cccnc1	-5	1	0	-1
39	COCCCNC(=O)c1ccc(-c2c(C)noc2C)c2ccoc12	-10	2	-2	0
40	O=C(O)C(=Cc1ccncc1)c1cccc2ccccc12	-17	8	-3	-1
41	COc1ccc(S(=O)(=O)N(C)C[C@H]2OCCCC[C@@H](C)Oc3ccc(NS(=O)(=O)c4cccs4)cc3C(=O)N([C@H](C)CO)C[C@H]2C)cc1	-40	5	4	0
42	Cc1nnc2n(C)c(=O)c3c4c(sc3n12)COC(C)(C)C4	-8	x	x	x
43	COc1ccc(/C=C/c2c([N+](=O)[O-])c(=O)n(C)c(=O)n2C)c(OC)c1	3	2	-2	-2
44	COc1ccc(-c2c(=O)n(OC)c3ccccc3[n+]2[O-])cc1OC	-16	-1	-6	2
45	CC(C)C(=O)Nc1ncc(Cc2ccccc2Cl)s1	-5	x	x	x
46	Cc1noc(C)c1S(=O)(=O)Nc1ccc2c(c1)C(=O)N([C@H](C)CO)C[C@@H](C)[C@@H](CN(C)S(=O)(=O)c1cn(C)cn1)OCCCC[C@@H](C)O2	-9	7	0	-3
47	Cc1noc(C)c1S(=O)(=O)N(C)C[C@H]1OCCCC[C@H](C)Oc2ccc(NC(=O)Cc3ccccc3)cc2C(=O)N([C@@H](C)CO)C[C@@H]1C	-28	-1	0	1
48	O=C(N[C@H]1C=C[C@@H](CC(=O)N2CCCCC2)O[C@@H]1CO)c1cccc(F)c1	23	-15	8	-2

no.	miR122 inh	E-selectin induc	ERAP1 HTS inh	PGC1a acetyl inh
37	0	x	1	6
38	-2	x	-3	8
39	-2	-0.3	3	-10
40	-1	0.7	2	-1
41	-9[16.7 µM]	0.2	0	-20
42	x	5.3	2	10
43	5	-3.0	3	x
44	4	0.0	2	x
45	-1	0.0	4	-30
46	-6[16.7 µM]	x	2	11
47	1[16.7 µM]	0.0	0	-14
48	x	0.6	3	0

A stretch from the list above, as a working copy:
no.	SMILES	RAD52 inh	RAD54 branch	PglD inh	Cneo AK release
37	Cc1ccccc1C(=O)O	-6	-2	2	-3
38	O=C(Nc1ccnn1C1CCN(Cc2cc(Cl)ccc2O)CC1)c1cccnc1	-5	1	0	-1

no.	miR122 inh	E-selectin induc	ERAP1 HTS inh	PGC1a acetyl inh
37	0	x	1	6
38	-2	x	-3	8

(more compounds)
no.	SMILES	RAD52 inh	RAD54 branch	PglD inh	Cneo AK release
49	C[C@@H]1CCCCO[C@H](CN(C)C(=O)Cc2ccccc2)[C@@H](C)CN([C@@H](C)CO)C(=O)c2cc(NC(=O)Cc3ccccc3)ccc2O1	-1	1	0	0
50	C/C=C/c1ccccc1[C@H]1[C@@H](CO)N(C(=O)Nc2ccccc2F)[C@H]1C#N	-2	x	x	x
51	CCCC(C)NC(=O)CN(c1ccc2c(c1)OCCO2)S(=O)(=O)c1ccccc1 (stereo not given)	-4	0	3	0
52	CC(NC(=O)CCOc1ccccc1)c1ccccc1 (stereo not given)	x	0	1	1

no.	miR122 inh	E-selectin induc	ERAP1 HTS inh	PGC1a acetyl inh
49	-4[16.7 µM]	0.3	-2	2
50	x	-0.1	1	-8
51	3	-0.1	-1	x
52	6	x	x	-28

Screens deposited in PubChem BioAssay by Broad Institute.

Compounds as they come (roughly 1.4% active in at least one column).
